# Salmonella PhoP GFP – Inhibition of PhoP regulon, Salmonella typhi GFP reporter cells, confirmation, 4 h (AID 1850); Salmonella Typhi PhoP-promoter GFP reporter, fluorescence, 4 h; higher % means a stronger effect; inhibition, % at 50 µM, or IC50 in µM where a hit was titrated; hit rate 0.33% among 310,000; in the data active = a potency from the dose series; inconclusive = inhibition mostly from about 25% at the one dose, without a potency; inactive = the rest, 99 in 100 with inhibition below about 19%;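 also: 0% = induced wells with vehicle and 100% = uninduced wells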
# M. tuberculosis – growth inhibition of non-replicating M. tuberculosis (AID 488890). one-dose inhibition, % at 25 µM; IC50 in µM for titrated hits. hit rate 0.39% among 320,000. Mycobacterium tuberculosis non-replicating, growth inhibition; higher % means a stronger effect; in the data active = a potency from the dose series; inconclusive = inhibition mostly from about 82% at the one dose, without a potency; inactive = the rest, 99 in 100 with inhibition below about 76%;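 also: plate controls were DMSO cells for no effect and high antibiotic wells for full effect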
# M. tuberculosis HTS – M. tuberculosis growth inhibition, HTS (AID 449762); M. tuberculosis H37Rv growth inhibition, 7H9 media; higher % means a stronger effect; inhibition, % at 25 µM, or IC50 in µM where a hit was titrated; hit rate 0.59% among 330,000; in the data active = a potency from the dose series; inconclusive = inhibition above about 70% without an active follow-up result;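 also: bacterial growth assessed after seven days of incubation; strong numbers were not always called active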
# inhibitors of VEEV – inhibitors of VEEV TC-83 cytopathic effect, confirmation, Vero cells (AID 588727); Vero cells, VEEV TC-83 cytopathic effect inhibition; higher % means a stronger effect; hit rate 0.13% among 350,000; inhibition, % at 20 µM; hits with a dose series show IC50 in µM; in the data active = a potency from the dose series; inconclusive = inhibition mostly from about 14% at the one dose, without a potency; inactive = the rest, 99 in 100 with inhibition below about 12%; also: strong numbers were not always called active
# H1N1 NS1A inhibition – NS1A inhibition, H1N1 influenza, cell based functional assay (AID 504329) | NS1A functional cell-based assay, percent inhibition; higher % means a stronger effect | inhibition, % at 12.5 µM, or IC50 in µM where a hit was titrated | hit rate 0.3% among 340,000; in the data active = a potency from the dose series; inconclusive = inhibition above about 27% without an active follow-up result; also: strong numbers were not always called active
# * marks the source's active call; other numbers are inactive results; i = inactive; u = inconclusive; x = not tested or not shown.
SMILES,Salmonella PhoP GFP,M. tuberculosis,M. tuberculosis HTS,inhibitors of VEEV,H1N1 NS1A inhibition
C[C@H](CO)N1C[C@H](C)[C@@H](CN(C)C(=O)Nc2ccc(C(F)(F)F)cc2)Oc2c(NC(=O)Cc3ccccc3)cccc2C1=O,x,46%,7%,2.9%,-3%
O=C(NC1CCCCC1)C(c1ccc(Cl)cc1)N(C(=O)c1ccccn1)c1cccnc1 (centres undefined),-7%,1%,2%,x,x
CN(CC(=O)Nc1ccccc1C(F)(F)F)C(=O)CSCc1ccc(Cl)c(Cl)c1,1%,-2%,0%,4.3%,-4%
CCCC(=O)Nc1cc(C(=O)O)ccc1Sc1ccccc1,-1%,-1%,-5%,2.0%,5%
O=C(NC12CC3CC(CC(C3)C1)C2)c1cccc([N+](=O)[O-])c1,0%,59%,9%,1.5%,-2%
C=CCOc1c(Cl)cc(CNCCC)cc1Cl,5%,26%,2%,i,3%
CCOc1ccc(/C=C2\C(=O)c3ccccc3OC2c2ccccc2)cc1 (centres undefined),-17%,18%,7%,2.3%,2%
CCOc1cc(/C=C2/NC(=O)N(CC(=O)Nc3cccc(C)c3)C2=O)ccc1OC,7%,1%,7%,i,-15%
COC(=O)C1=NN(c2ccc(C)cc2)C2(S1)SC(C(C)=O)=C(C)N2c1ccccc1 (centres undefined),-16%,22%,-2%,1.4%,4%
Nc1c(C(=O)O)cnn1-c1ccc([N+](=O)[O-])cc1,-17%,-8%,-9%,0.5%,9%

# The list goes on, overlapping the part above by 6 compounds.
SMILES,Salmonella PhoP GFP,M. tuberculosis,M. tuberculosis HTS,inhibitors of VEEV,H1N1 NS1A inhibition
O=C(NC12CC3CC(CC(C3)C1)C2)c1cccc([N+](=O)[O-])c1,0%,59%,9%,1.5%,-2%
C=CCOc1c(Cl)cc(CNCCC)cc1Cl,5%,26%,2%,i,3%
CCOc1ccc(/C=C2\C(=O)c3ccccc3OC2c2ccccc2)cc1 (centres undefined),-17%,18%,7%,2.3%,2%
CCOc1cc(/C=C2/NC(=O)N(CC(=O)Nc3cccc(C)c3)C2=O)ccc1OC,7%,1%,7%,i,-15%
COC(=O)C1=NN(c2ccc(C)cc2)C2(S1)SC(C(C)=O)=C(C)N2c1ccccc1 (centres undefined),-16%,22%,-2%,1.4%,4%
Nc1c(C(=O)O)cnn1-c1ccc([N+](=O)[O-])cc1,-17%,-8%,-9%,0.5%,9%
O=c1[nH]cnc2c1nnn2Cc1ccccc1,-4%,5%,9%,3.8%,-6%
O=C(NCc1ccccc1)c1cc[n+](Cc2ccccc2)cc1,-7%,-1%,4%,0.3%,4%
C=C(C)Cn1c(-c2ccncc2)n[nH]c1=S,2%,-14%,1%,i,0%
CSc1ncccc1C(=O)NNC(=O)c1ccc(NS(=O)(=O)c2cccs2)cc1,-2%,29%,10%,1.0%,10%
O=C(Nc1ccc(N2CCCCC2)c(Cl)c1)c1ccc2c(c1)OCCO2,4%,39%,u,0.5%,6%
COc1ccc(-c2c(C)nn3c(N4CCOCC4)cc(C)nc23)cc1OC,4%,-8%,6%,1.5%,-2%
CC1CC(C)(C)NC(=S)N1CC(=O)N1CCN(Cc2ccc3c(c2)OCO3)CC1 (centres undefined),-1%,-15%,0%,0.5%,-4%
CS(=O)(=O)NCc1ccc(C(=O)NCCOc2ccccc2)cc1,9%,-12%,-6%,0.9%,-6%
COC(=O)/C=c1\sc2n(c1=O)C(C)=CC(C)(C)N=2,-1%,-3%,-13%,2.8%,1%
COC(=O)c1ccc(Cl)c(NC(=O)Cc2ccccc2[N+](=O)[O-])c1,-6%,-19%,-8%,i,-1%
CC(=O)Nc1ccc(C(=O)COC(=O)c2cc(C)oc2C)c(F)c1,x,25%,5%,8.0%,3%
CCOc1ccccc1OC(=O)CN1C(=O)c2ccccc2C1=O,0%,2%,7%,i,1%
CCN1C(=O)CC(N2CCC(c3nc4ccccc4[nH]3)CC2)C1=O (centres undefined),7%,i,-12%,2.9%,8%
O=C(NCCc1ccccc1)C1c2ccccc2C(=O)N1C1CC1 (centres undefined),3%,7%,5%,5.4%,8%
COc1cc2ncnc(NCc3ccc(F)cc3)c2cc1OC,-9%,-10%,-2%,8.9%,-5%
COc1cccc(CN2CCN(C(=O)c3cccs3)CC2)c1OC,-18%,7%,-2%,1.1%,0%
CCOC(=O)C1=C(C)OC(N)=C(C(=O)OCC)C1c1ccncc1 (centres undefined),9%,-1%,3%,i,7%
CCOc1ccc(CCNC(=O)C2CCCN(S(=O)(=O)N3CCOCC3)C2)cc1OCC (centres undefined),-6%,5%,-2%,i,-3%
CCc1nc2nc(C)cc(Nc3cccc(C(F)(F)F)c3)n2n1,7%,-14%,7%,1.7%,-5%
Cc1ccc(C)c(-c2cc(C(=O)NC3CC3)c3ccccc3n2)c1,-5%,12%,-10%,7.2%,-12%
NS(=O)(=O)c1ccc(N/C=C\C(=O)c2ccncc2)cc1,-3%,-3%,-3%,i,-9%
CCN(C[C@H]1N[C@@](Cc2ccccc2)(C(=O)OC)[C@H]2C(=O)N(C)C(=O)[C@@H]12)C(=O)COc1ccccc1,x,5%,1%,0.7%,-2%
COC(=O)C[C@H](NC(=O)Cn1cnc2c(OCc3ccccc3)ncnc21)C(=O)OC,x,-3%,3%,0.8%,-5%
COc1cc(/C=C2/C(=N)N3C=CSC3=NC2=O)ccc1OCCCOc1c(C)cccc1C,-14%,6%,u,i,6%
CCOc1ccc(NC(=O)CN2C(=O)NC3(CCCCCC3)C2=O)cc1,x,-4%,0%,2.0%,-3%
O=C(C1=C[C@H](c2ccccc2)C[C@H](OCCCCO)O1)N1CCOCC1,-37%,5%,-3%,0.4%,-53%
COc1cc(/C=N/NC(=O)c2csc3c2CCCC3)ccc1OCCN1CCOCC1,-8%,2%,-1%,7.4%,-13%
CCn1c(SCC(=O)N2CCCCCC2)nc2ccccc2c1=O,-3%,8%,0%,i,-6%
CC(C)c1c(O)nc(SCC(=O)Nc2ccc3c(c2)CCC3)[nH]c1=O,-12%,74%,u,1.2%,-8%
COc1ccc(NC(=O)C2Cc3ccccc3C(=O)O2)cc1 (centres undefined),13%,x,-5%,1.3%,27%

# Given with two lines to a compound: part of the list above
# Below each SMILES: Salmonella PhoP GFP	M. tuberculosis	M. tuberculosis HTS	inhibitors of VEEV	H1N1 NS1A inhibition
> CCN(C[C@H]1N[C@@](Cc2ccccc2)(C(=O)OC)[C@H]2C(=O)N(C)C(=O)[C@@H]12)C(=O)COc1ccccc1
→ x	5%	1%	0.7%	-2%
> COC(=O)C[C@H](NC(=O)Cn1cnc2c(OCc3ccccc3)ncnc21)C(=O)OC
→ x	-3%	3%	0.8%	-5%
> COc1cc(/C=C2/C(=N)N3C=CSC3=NC2=O)ccc1OCCCOc1c(C)cccc1C
→ -14%	6%	u	i	6%

# The list continues.
SMILES,Salmonella PhoP GFP,M. tuberculosis,M. tuberculosis HTS,inhibitors of VEEV,H1N1 NS1A inhibition
CC(C)(C)C(=O)Nc1nc2c(s1)CN(Cc1ccccc1)CC2,2%,29%,8%,5.2%,6%
S=C=Nc1ccccn1,-28%,-1%,-10%,1.7%,-7%
O=S(=O)(c1cc(C(F)(F)F)ccc1Cl)N1CCCCCC1,-10%,-1%,-7%,0.1%,-4%
COc1ccc(C(=O)On2c(-c3ccc(Br)cc3)nc3ccccc3c2=O)cc1,0%,u,u,i,-5%
O=C1C(=O)N(Cc2cccnc2)C(c2ccccn2)/C1=C(/O)c1ccccc1 (centres undefined),9%,-7%,-7%,0.3%,-2%
CN(CCCC(=O)O)c1ccc(N=Nc2ccc([N+](=O)[O-])cc2)cc1,18%,36%,23%,6.0%,9.5µM*
Cc1cccc(C(=O)Nc2nnc(S(=O)(=O)N(C)Cc3ccco3)s2)c1,-2%,38%,18%,2.7%,-1%
Cc1ccc(NC(=O)Cn2cc(C(=O)C3CC3)c3ccccc32)c(C)c1,-6%,1%,6%,0.1%,13%
Cc1cc(C)cc(-c2nnc(SCC(=O)NCC3CCCO3)o2)c1 (centres undefined),x,x,x,3.6%,-3%
Cc1cc(C)c2c(CN3CCOCC3)cc(=O)oc2c1C,-9%,-8%,-14%,0.8%,-2%
C[C@@H](O)C1NC(=O)[C@H](CCCCN)NC(=O)c2cc([N+](=O)[O-])cc(I)c2OCC[C@@H](C(N)=O)NC1=O (some centres undefined),7%,61%,-5%,2.6%,13%
O=C(Cc1ccccc1)N1CCc2[nH]nc(-c3ccccc3)c2C1,-3%,-4%,-3%,0.8%,-9%
Cc1ccc(S(=O)(=O)Nc2ccc(Nc3ccccc3)cc2)cc1,-7%,24%,7%,i,-6%
O=C(Nc1cccc2c1CCCC2)c1ccccc1F,4%,u,10%,i,-2%
CCc1ccc(-c2nnn(CCC#N)n2)cc1,3%,40%,-1%,3.7%,-4%
Cc1ccc(C(=O)Nc2ccccc2C(=O)NCc2cccnc2)cc1,-2%,13%,-7%,11%,-2%
CCOC(=O)C1CCN(C(=O)c2cc(CN3C(=O)c4ccccc4C3=O)ccc2OCC)CC1,11%,-8%,0%,1.8%,-2%
COc1ccc(N=c2sc3ccccc3n2C)cc1,-18%,6%,31%,4.5%,2%
O=C(N/C(=C\c1cccs1)C(=O)N1CCOCC1)c1cccs1,1%,1%,22%,i,1%
COc1ccc(/C=C/C(=O)OCC(=O)NC(C)CCc2ccccc2)cc1OC (centres undefined),x,24%,10%,3.2%,-12%
O=C(/C=C/c1ccc(F)cc1)c1ccc(N2CCOCC2)cc1,-4%,17%,2%,0.7%,-10%
COC(=O)C(C#N)C(c1cccnc1)c1c(C)[nH][nH]c1=O (centres undefined),1%,-9%,-7%,0.3%,-8%
CCCNC(=S)Nc1ccc(CC(=O)OC)cc1,-8%,32%,-3%,0.7%,-7%
COc1ccc(-n2nc(C(=O)N(C)C)nc2-c2ccccc2)cc1,5%,-12%,-3%,0.5%,-27%
O=C(NCCOc1ccccc1Cl)c1cccc2c1C(=O)c1ccc(Cl)cc1S2(=O)=O,x,8%,-13%,8.8%,-16%
O=C(C1CCN(S(=O)(=O)c2cccnc2)CC1)N1CCN(c2ccccc2Cl)CC1,4%,16%,-3%,0.5%,0%
Cc1cccc(CCN(C(=O)c2snc(C(N)=O)c2N)C(C(=O)NCC2CCCO2)c2ccc(F)cc2)c1 (centres undefined),x,x,x,11%,-2%
Cn1nc(C(=O)Nc2ccc(S(=O)(=O)N3CCCCC3)cc2)c2ccccc2c1=O,-3%,21%,-8%,8.6%,0%
CN(C(=O)c1cccc(NC(=O)Cc2ccc(NC(=O)C3CCCN(C(=O)C4CCC4)C3)cc2)c1)C1CC1 (centres undefined),x,x,x,0.8%,11%
CCOC(=O)N1CCC(NC(=O)c2cnn3c2NC(c2ccco2)CC3C(F)(F)F)CC1 (centres undefined),-1%,2%,-11%,i,8%
COc1cc(C(=O)OCCCN2CCCN(CCCOC(=O)c3cc(OC)c(OC)c(OC)c3)CC2)cc(OC)c1OC,7%,14%,31%,1.8%,6%
Cc1nn(C)cc1C(=O)Nc1ccc2c(c1)OCCO2,-4%,-7%,8%,i,7%
C/C(=N\NC(=S)NC(C)C)c1ccc2c(c1)OCCO2,-8%,u,u,0.4%,6%
CC1CCCN(CCCNC(=O)CN2C(=O)COc3ccccc32)C1 (centres undefined),3%,-3%,-6%,1.8%,0%
O=C(N/N=C/c1c(O)n(CCc2ccccc2)c(=O)[nH]c1=O)c1ccncc1,-1%,50%,u,1.8%,10%
CCCCn1c(=N)n(CC(=O)c2ccc([N+](=O)[O-])cc2)c2ccccc21,13%,-3%,45%,x,x
O=S(=O)(Cc1ccccc1)N1CCN(Cc2ccccc2)CC1,-1%,-13%,-9%,1.4%,0%
O=C(COc1ccccc1Cl)NCCc1ccc2c(c1)OCCO2,-4%,37%,2%,4.8%,-10%
CCOC(=O)N1CCN(CCC(=O)Nc2ccccc2OC)CC1,7%,10%,-5%,i,3%
Cc1ccc(C(=O)N(Cc2nnc(-c3ccc(Cl)cc3)o2)C2CC2)o1,x,-2%,-2%,1.1%,-7%
O=C(Nc1cccnc1)C1CC(=O)N(c2ccc(F)cc2)C1 (centres undefined),1%,6%,5%,0.6%,8%
CCOc1ccc(N2CC(C(=O)Nc3ccccc3C(=O)NC3CC3)CC2=O)cc1 (centres undefined),6%,-16%,-11%,1.4%,-10%
Cc1ccc(S(=O)(=O)/N=C(/Nc2ccccc2C)c2ccccc2)cc1,x,13%,5%,0.5%,-16%
c1ccc(C(Cc2nc(-c3cccnc3)no2)c2ccccc2)cc1,-17%,-4%,0%,0.4%,6%
CCC(=NCCN1CCNCC1)C1=C(O)CC(C)(C)CC1=O,-5%,-45%,-5%,i,1%
Cc1ccc(NC(=O)Cn2cc(C=O)c3ccccc32)cc1C,-4%,0%,5%,i,-22%
CCOc1cc(N2CCOCC2)c(OCC)cc1NC(=O)Cc1cn2ccsc2n1,-12%,3%,2%,11%,-1%

# Assay outcomes: PubChem BioAssay, Southern Research Specialized Biocontainment Screening Center
